TcdB inh – inhibitors of Clostridioides difficile toxin B glycohydrolase; TcdB glycohydrolase enzymatic assay, plate reader; inhibition, % at 9.99 µM; hit rate 0.24% among 350,000; AID 652162; in the data active = inhibition above about 10%
3CLpro inhibitor – SARS-CoV 3CLpro protease inhibition | P0C6X7 | recombinant SARS-CoV 3CLpro, quenched FRET peptide cleavage | inhibition, % at 6 µM | hit rate 0.14% among 290,000 | AID 1706; in the data active = inhibition above about 12%
PfHsp40 yeast – compounds rescuing yeast from Plasmodium falciparum HSP40 toxicity; S. cerevisiae expressing PfHsp40, growth rescue, ATP luminescence; growth rescue, % at 12.5 µM; hit rate 0.68% among 340,000; AID 504582; in the data active = growth rescue above about 28%, passing the limit was not always enough; inconclusive = no clear call, values can overlap the other calls;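 also: yeast W303a lacking pdr1 and pdr3 grown in galactose medium; growth measured after three days at 30 °C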
Rv3671c inh – inhibitors of M. tuberculosis serine protease Rv3671c | inhibition, % at 5.96 µM | hit rate 0.048% among 320,000; in the data active = inhibition above about 38%;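 also: extracellular domain of Rv3671c used as enzyme; 0% = enzyme with DMSO and 100% = no enzyme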
MazEF act – MazEF (E. coli) toxin RNase activation; AID 504720; activation, % at 20 µM; FAM/BHQ RNA-DNA oligo cleavage fluorescence, 5 h; hit rate 0.32% among 350,000; in the data active = activation above about 50%
PriA SSB inh – K. pneumoniae PriA-SSBct interaction inhibition; inhibition, % at 33 µM; hit rate 0.6% among 430,000; AID 1272365; AlphaScreen SSBct-PriA binding, biotinylated peptide; in the data active = inhibition mostly above about 37%, no sharp cut-off; inactive = mostly below about 20%;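 also: plate controls were negative control peptide for no effect and reference peptide for full effect; strong numbers were not always called active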
VHR inh abs – blocks human VHR1 dual specificity phosphatase | inhibition, % at 13.3 µM | AID 1654 | recombinant VHR phosphatase, pNPP absorbance | hit rate 0.52% among 290,000 | P51452; in the data active = inhibition above about 50%; also: some compounds called inactive have numbers as strong as hits
Target sequence (P51452 whole entry, looked up): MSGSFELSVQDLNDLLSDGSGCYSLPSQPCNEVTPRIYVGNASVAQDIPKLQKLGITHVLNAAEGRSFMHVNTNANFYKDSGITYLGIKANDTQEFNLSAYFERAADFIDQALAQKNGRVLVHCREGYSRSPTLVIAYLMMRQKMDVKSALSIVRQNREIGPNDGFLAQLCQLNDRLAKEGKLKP
Vc quorum ag – inducers of Vibrio cholerae quorum light production without autoinducers; activation, % at 18.7 µM; V. cholerae BH1578 lux reporter, luminescence, 6 h; hit rate 0.16% among 350,000; in the data active = activation mostly above about 9.7%, no sharp cut-off; inconclusive = no clear call, values can overlap the other calls; inactive = mostly below about 3.7%; also: not every result past the cut was called active; inactives centre near 0; reference of the scale not given here
Anthrax LF prot – blocks Bacillus anthracis lethal factor protease. P15917. AID 588501. hit rate 0.12% among 360,000. inhibition, % at 10 µM. multiplex microsphere protease cleavage assay, LF; in the data active = inhibition above about 30%; inconclusive = no clear call, values can overlap the other calls; also: plate controls were buffer without enzyme for full effect and enzyme alone for no effect
Target sequence (P15917 whole entry, looked up): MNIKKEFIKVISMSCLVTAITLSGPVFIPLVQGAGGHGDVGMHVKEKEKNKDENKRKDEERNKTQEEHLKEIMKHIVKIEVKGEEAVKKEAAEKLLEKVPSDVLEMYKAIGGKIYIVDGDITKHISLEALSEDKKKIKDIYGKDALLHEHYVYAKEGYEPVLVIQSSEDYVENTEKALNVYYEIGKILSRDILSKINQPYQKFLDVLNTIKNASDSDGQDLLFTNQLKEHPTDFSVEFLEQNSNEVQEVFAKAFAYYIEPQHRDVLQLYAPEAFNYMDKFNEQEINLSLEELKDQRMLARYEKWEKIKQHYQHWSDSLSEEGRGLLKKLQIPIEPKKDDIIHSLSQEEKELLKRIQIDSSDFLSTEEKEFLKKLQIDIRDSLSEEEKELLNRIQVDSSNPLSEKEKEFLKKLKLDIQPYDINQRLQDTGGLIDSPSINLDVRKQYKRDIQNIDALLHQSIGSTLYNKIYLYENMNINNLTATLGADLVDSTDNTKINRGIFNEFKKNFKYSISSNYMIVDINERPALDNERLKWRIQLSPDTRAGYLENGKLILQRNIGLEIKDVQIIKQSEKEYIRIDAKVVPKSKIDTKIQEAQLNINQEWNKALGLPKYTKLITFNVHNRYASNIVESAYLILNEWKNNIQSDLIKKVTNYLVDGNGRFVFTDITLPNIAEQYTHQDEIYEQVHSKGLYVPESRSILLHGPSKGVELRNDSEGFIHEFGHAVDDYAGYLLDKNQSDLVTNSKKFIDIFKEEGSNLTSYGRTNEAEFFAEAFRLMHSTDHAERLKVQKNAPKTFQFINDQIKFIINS
Yp Topo-I inh – inhibitors of Yersinia pestis topoisomerase I. Y. pestis Topo-I cleavage product accumulation, plate reader. activity, % at 10 µM. hit rate 0.064% among 360,000. AID 504884; in the data active = activity above about 50%, passing the limit was not always enough; inconclusive = no clear call, values can overlap the other calls; also: inactives centre near 2
Active calls of the source: *; i = inactive; ? = inconclusive; . = not tested or not shown; & = joins results of further samples.

structure	MazEF act	PfHsp40 yeast	TcdB inh	VHR inh abs	PriA SSB inh	Vc quorum ag	Yp Topo-I inh	Rv3671c inh	Anthrax LF prot	3CLpro inhibitor
Cc1c(O)ccc(C(=O)CN2CCN(Cc3ccc4c(c3)OCO4)CC2)c1O	2	-0.3	.	6	4	-0.7	-3	-1	1	0
CC1CCCN(c2ccc(C(=O)OCC(=O)N3c4ccccc4Sc4ccccc43)cc2[N+](=O)[O-])C1 (centres undefined)	3	1.7	0.5	-1	18	-0.1	1	3	0	-2
CCCCCCOc1ccc(-c2ccc(C#N)cn2)cc1	-3	-0.2	.	-1	-35	i	9	-12	-2	5
Cc1cccc(C(=O)Nc2ccc(NC(=O)Cc3ccc(Cl)cc3)cc2)c1	-1	0.5	.	27	-6	-0.3	14	5	0	6
CCC(CC)COC(=O)C1=C(C)NC(=O)NC1c1cc(OC)ccc1OC (centres undefined)	4	-1.1	0.0	-24	2	i	22	-4	-2	0
Cc1ccc(C(=O)N/N=C\c2ccc([N+](=O)[O-])o2)cn1	11	-1.0	1.2	-7	.	-0.2	-8	4	.	-2
CCOc1cc(CNc2ncnc3nc[nH]c23)ccc1OC	2	1.4	0.5	2	-11	-0.3	-8	-3	-6	1
NC(=O)NCCCC(=O)NCC(c1ccccc1Cl)c1c[nH]c2ccccc12 (centres undefined)	18	0.8	4.0	30	-1	-1.2	-8	1	2	-4
C=CCn1c(N)c(C(=O)Nc2ccccc2OC)sc1=S	-6	-1.0	.	8	-3	-0.2	-6	-4	-7	5
CC(=O)C[C@H]1c2ccccc2S(=O)(=O)N1c1ccccc1	6	1.1	0.2	.	5	i	-6	-4	1	.
CCNC(=O)C/C(C)=N/NC(=O)C1CCCCC1	5	-0.6	.	-2	.	-0.2	-1	-1	0	3
O=C(NCC(=O)N1CCN(C(c2ccccc2)c2ccccc2)CC1)c1ccccc1Br	-4	.	-4.0	.	.	i	23	.	-7	.
CC(C)(C)c1ccc(C(=O)COC(=O)CN2C(=O)NC3(CCCC3)C2=O)cc1	-5	-0.3	2.6	-23	5	-7.9	29	-11	-1	3
COc1ccc(/C=N/NC(=O)Cc2ccc(Cl)cc2)cc1OC	-4	-0.3	0.1	16	.	i	-3	-12	0	-2
COC(=O)C1=C(c2ccc(F)cc2OCc2ccccc2)C[C@@H]2CC[C@H]1N2C(=O)N1CCOCC1	5	1.8	1.4	.	-10	-6.7	13	2	4	.
O=C(NNC(=O)c1ccccc1O)c1ccccc1O	4	68*	-1.4	.	-2	i	-5	.	-9	.
COc1ccc(N2C(=O)N3[C@H](c4ccc(Cl)cc4)[C@@H]4C(=O)N(C5CCCCC5)C(=O)[C@@H]4[C@]3(C)C2=O)cc1	5	1.7	1.4	5	1	i	0	-16	-9	11
N#C/C(=N\Nc1cccc(C(F)(F)F)c1)C(=O)c1ccsc1	-14	?	3.1	-5	.	-0.6	3	2	1	1
CCn1cc(C(C)(C)C)c(C#N)c1NC(C)=O	-3	0.5	.	1	-6	0.9	-6	1	-1	8
O=C(Nc1ccccn1)c1ccc(Br)s1	4	0.7	0.6	55*	-17	0.9	-3	-9	3	-1
Cc1ccc2c(c1)C1CN(C)CCC1N2S(=O)(=O)c1ccc(Oc2ccc([N+](=O)[O-])cc2)cc1 (centres undefined)	4	-0.6	1.6	-2	18	i	-3	0	2	0
CN1OC[C@@H]2CN[C@H](c3ccc(-c4ccccc4)cc3)C[C@@H]21	9	.	-1.4	.	.	i	-1	.	-4	.
CCOC(=O)C1CCN(C(=O)C2CCCN(c3ncnc4c3nc3n4CCCCC3)C2)CC1 (centres undefined)	-5	-0.1	0.3	1	-5	i	9	2	0	-3
COc1cccc(NC(=O)CSc2nnc(-c3cc(C)n(-c4ccccc4)c3C)o2)c1	-6	10	.	36	1	-0.7	30	-42	-7	-2
O=C(O)c1ccccc1C(=O)OCc1c(-c2ccccc2)ncc2ccccc12	2	1.1	-2.3	.	-10	i	15	5	-3	.

The list goes on.
structure	MazEF act	PfHsp40 yeast	TcdB inh	VHR inh abs	PriA SSB inh	Vc quorum ag	Yp Topo-I inh	Rv3671c inh	Anthrax LF prot	3CLpro inhibitor
O=S(=O)(CCc1ccccc1)/N=C/c1cccs1	1	-1.3	.	-28	.	i	-1	-2	.	1
CCC(=O)N1c2ccccc2NC2=C(C(=O)CC(C)(C)C2)C1c1cccnc1 (centres undefined)	11	1.9	-1.8	3	-12	-1.6	9	2	-4	2
CCCN(C(=O)CCNC(=O)c1ccc(Cl)cc1)c1c(N)n(Cc2ccccc2)c(=O)[nH]c1=O	0	-1.1	0.9	.	-1	-5.7	1	-6	-6	.
COc1ccc2sc(-c3ccc(SC)cc3)c(C#CCO)c2c1	0	0.5	-1.6	.	-35	-0.3	-1	-32	2	.
CCS(=O)(=O)c1ccc(-c2cccc(NC(=O)c3ccco3)c2)nn1	4	3.3	1.0	.	-13&9	-0.8	1	-2	3	.
Cc1c(NC(=O)COC(=O)c2ccc[nH]c2=O)c(=O)n(-c2ccccc2)n1C	2	-0.3	-1.8	17	-11	-1.1	3	-11	0	3
Cc1ccc(S(=O)(=O)N2CCCC2C(=O)N(C)Cc2cccs2)cc1 (centres undefined)	3	1.7	.	-16	-11	i	18	-3	0	2
O=C1c2cccc3cccc(c23)C(=O)N1c1cccnc1	3	2.0	1.1	10	9	i	7	3	3	2
CN(C)S(=O)(=O)c1cccc(NC(=O)c2cccc(S(=O)(=O)N3CCCCC3)c2)c1	0	-0.1	2.2	.	-2	i	18	-11	3	.
O=C(N1CCCCC1)C1(S(=O)(=O)c2ccccc2)CC=CC1	4	-1.2	1.0	29	-17	-1.0	4	-8	-12	-10
CCN(Cc1ccccc1)C(=O)CC1Oc2ccccc2NC1=O (centres undefined)	5	0.6	-0.2	12	-3	-0.2	3	0	-2	-3
Cc1nn(CCC(=O)O)c(C)c1C	10	-0.8	.	23	-12	0.9	-2	-3	-2	-6
COc1ccc(S(=O)(=O)N2CCCCCC2)cc1C(=O)OCC(=O)NC(C)(C)C	4	1.1	0.3	11	-6	-0.5	9	-9	0	2
O=C1CSC(=S)N1N=Cc1c(F)cccc1Cl	1	.	0.1	.	.	i	-4	.	-4	.
CCCCCCC(=O)Nc1ccc(S(=O)(=O)Nc2onc(C)c2C)cc1	-3	0.2	0.1	.	-12	-0.4	8	0	-9	.
CCOC(=O)c1cc(-c2cccs2)nn1CCC#N	-2	-1.4	.	7	-3	i	-4	-6	2	-2
COC(=O)c1ccc(Oc2nc(C(N)=O)cc(-c3ccccc3)n2)cc1	28	-0.7	.	-13	-14	-1.2	-9	0	5	1
COc1ccc(-c2nnc(CSc3ncnc4sc5c(c34)CCC5)o2)cc1OC	-24	2.6	0.6	27	-10	1.1	9	.	-2	.
Nc1ncc(-c2cc3ccccc3oc2=O)s1	-2	-0.8	.	2	-22	i	1	0	2	-11
CCCCCCC(=O)Nc1nc(C)c(-c2csc(Nc3cc(Cl)ccc3OC)n2)s1	-4	-0.6	-3.6	34	-6	i	0	14	-3	3
Cc1nc(SCc2ccccc2)c(C(F)(F)F)c(=O)[nH]1	1	0.5	.	19	-11	-1.4	-3	0	-2	1
COc1ccc(C(=O)c2ccc(N3CCN(C4CC(=O)NC4=O)CC3)cc2)cc1F (centres undefined)	6	0.0	.	29	-13	-0.3	10	5	-2	0
CCOC(=O)CC1=C(C(=O)OCC)C2(C(=O)Nc3ccccc32)C(C#N)=C(N)O1 (centres undefined)	-2	1.0	.	0	-21	i	-6	3	-1	-1
CCn1cc(SCC(=O)NCC2CCCO2)c2ccccc21 (centres undefined)	3	0.1	1.3	-9	0	-0.2	0	5	2	.
CN(C)c1ccc(NC(=O)c2cccc([N+](=O)[O-])c2)c2ccccc12	18	0.4	1.1	22	10	-2.4	-1	-1	.	-2

The listing continues:
structure	MazEF act	PfHsp40 yeast	TcdB inh	VHR inh abs	PriA SSB inh	Vc quorum ag	Yp Topo-I inh	Rv3671c inh	Anthrax LF prot	3CLpro inhibitor
CCOC(=O)Cn1cnc2c(nnn2-c2ccc(C)cc2)c1=O	5	-0.9	.	8	-2	i	-8	-4	-4	1
NS(=O)(=O)c1cccc(NC(=O)COC(=O)CC2Sc3ccccc3NC2=O)c1 (centres undefined)	2	-0.5	-2.1	.	6	i	-2	2	-4	.
O=C(CSC1CS(=O)(=O)c2cc([N+](=O)[O-])ccc21)NNC(=O)c1ccc(Cl)cc1 (centres undefined)	-1	1.5	-0.3	-1	-11	0.5	2	7	.	-4
O=C(NCCCN1CCOCC1)C1CCN(S(=O)(=O)c2ccccc2)CC1	7	-0.1	1.3	.	-20	-5.0	-10	6	0	.
Cc1cc(C)nc(NC(=O)/C=C/c2ccc3c(c2)OCO3)c1	21	-0.4	.	9	-11	-0.6	1	-8	-2	-10
COCC(=O)N1CCCC(C(=O)c2ccc3c4c(cccc24)CC3)C1 (centres undefined)	-3	0.0	0.0	34	-7	i	2	-2	3	-4
COc1ccc(CNC(=O)CN(Cc2ccc(C)cc2)S(=O)(=O)c2ccc(Cl)cc2)cc1	-1	-1.6	.	15	-2	-0.3	52*	-20	2	-2
COc1cc(/C=C/C(=O)Nc2nnc(CC(C)(C)C)s2)cc(OC)c1OC	0	-1.8	0.4	-2	21	-0.4	2	-4	0	1
CC(=O)Nc1ccccc1C(=O)C(=O)Nc1cccc(C(=O)NCC2CCCO2)c1 (centres undefined)	6	2.3	2.3	6	0	-0.1	4	2	0	0
COc1ccc(S(=O)(=O)N2CCCOC2CNC(=O)C(=O)NCc2ccccn2)cc1 (centres undefined)	7	-0.6	-0.3	6	2	-0.1	10	-6	1	-2
COc1cc2c(cc1N)-c1ccc(N)cc1C2=O	12	.	20*	.	.	i	-32	.	-4	.
CCN(Cc1ccccc1)C(=O)c1ccc(C(=O)N(CC)Cc2ccccc2)cc1	-1	1.1	0.7	22	-13	2.0	36	2	7	2
CCCCNC(=O)Nc1ccccc1CC	14	-0.7	2.6	20	-2	-0.5	12	-8	2	4
O=C1OC(c2cccs2)=N/C1=C\c1ccc(-c2ccccc2Cl)o1	6	4.4	1.0	-18	12	-4.2	1	.	14	-7
O=C(CN1CCCc2ccccc21)Nc1cccc(S(=O)(=O)N2CCOCC2)c1	9	1.3	-0.8	.	2	i	17	.	4	.
COCC(C)OC(=O)c1c(N)n(CC(C)C)c2nc3ccccc3nc12 (centres undefined)	1	-0.3	.	24	-23	-5.0	-2	0	2	-5
COC(=O)[C@H](Cc1ccc(O)cc1)NC(=O)Cn1cnc2c(OCc3ccccc3)ncnc21	3	0.0	1.6	.	-3	-0.7	4	1	-2	.
COc1ccc(C2NC(=S)NC3=C2CCCC3=C2SCCS2)cc1 (centres undefined)	-14	0.4	2.1	22	-13	-0.3	1	-45	-8	1
CCc1ccc(-c2cc(C(F)(F)F)n3nc(C(=O)Nc4c(C)nn(Cc5ccc(F)cc5)c4C)cc3n2)s1	-14	-0.3	2.0	-31	-14	-0.4	43	-17	26	-3
Cc1nc2ccccc2c2c1C(=O)N(Cc1cccnc1)C2=O	-1	0.6	.	23	8	i	-5	-4	0	5
CCOC(=O)N1CCN(C(=O)C2CCN(C(=O)c3ccc([N+](=O)[O-])cc3)CC2)CC1	-2	-2.0	-0.6	6	-11	-0.6	-3	-5	0	0
O=C(NCCC1CCCCN1S(=O)(=O)c1ccc(F)cc1)C(=O)Nc1ccccc1 (centres undefined)	7	0.5	0.5	.	-8	-3.5	32	6	-4	.
Cc1cc(C)cc(C(=O)Oc2coc(CSc3nnc(NC(=O)C4CC4)s3)cc2=O)c1	7	0.4	.	16	1	-0.2	6	4	-1	2

Assay outcomes as filed in PubChem BioAssay.

Only part of the results is shown; rates above refer to the full screens.
